Bioassay records as filed in PubChem.
BioA inh: inhibitors of Mycobacterium tuberculosis BioA enzyme; purified M. tuberculosis BioA enzyme, plate reader; inhibition, % at 9.99 µM; actives 0.096% (n = 360,000); AID 602481; in the data active = inhibition above about 40%; inconclusive = no clear call, values can overlap the other calls
CCHFV vOTU inh: blocks the CCHF virus ovarian tumor domain protease; CCHFV vOTU protease, Pep-AMC fluorescence; inhibition, % at 11.5 µM; actives 0.55% (n = 370,000); also: 0% = vehicle wells with enzyme and 100% = no enzyme wells
PrPC surface inh: cell surface PrPC inhibition, primary TR-FRET screen. TR-FRET read-out. inhibition, % at 13.8 µM. actives 0.43% (n = 370,000). AID 720596; in the data active = inhibition above about 24%; also: 0% = median of the test wells and 100% = reference compound wells
Mtb FBA inh: inhibits M. tuberculosis FBA enzyme | inhibition, % at 1 µM | actives 2.3% (n = 360,000) | P9WQA3 | purified M. tuberculosis FBA, fluorescence read-out; in the data active = inhibition above about 27%;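 also: 0% = vehicle and 100% = reference inhibitor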
Target sequence (P9WQA3 whole entry, looked up): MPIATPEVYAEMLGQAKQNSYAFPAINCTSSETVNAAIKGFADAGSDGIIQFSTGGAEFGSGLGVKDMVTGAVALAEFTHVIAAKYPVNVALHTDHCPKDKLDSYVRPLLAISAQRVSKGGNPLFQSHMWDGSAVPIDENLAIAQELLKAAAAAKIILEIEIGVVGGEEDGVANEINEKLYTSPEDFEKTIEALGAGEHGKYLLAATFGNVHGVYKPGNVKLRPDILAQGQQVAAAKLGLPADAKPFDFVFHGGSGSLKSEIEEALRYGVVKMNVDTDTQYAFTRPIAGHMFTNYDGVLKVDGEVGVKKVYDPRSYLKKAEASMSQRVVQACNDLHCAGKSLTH
FadD28 FP inh: blocks FadD28 binding to the bisubstrate probe; fluorescence polarization; inhibition, % at 12.5 µM; actives 0.22% (n = 360,000); AID 588549; in the data active = inhibition above about 8.5%, passing the limit was not always enough; inconclusive = no clear call, values can overlap the other calls
Mtb UGM inh: Mtb UDP-galactopyranose mutase inhibition; inhibition, % at 10 µM; AID 504406; actives 0.06% (n = 320,000); purified UGM, fluorescence polarization probe displacement; in the data active = inhibition above about 10%, passing the limit was not always enough; inconclusive = no clear call, values can overlap the other calls
Target sequence (P9WIQ1 whole entry, looked up): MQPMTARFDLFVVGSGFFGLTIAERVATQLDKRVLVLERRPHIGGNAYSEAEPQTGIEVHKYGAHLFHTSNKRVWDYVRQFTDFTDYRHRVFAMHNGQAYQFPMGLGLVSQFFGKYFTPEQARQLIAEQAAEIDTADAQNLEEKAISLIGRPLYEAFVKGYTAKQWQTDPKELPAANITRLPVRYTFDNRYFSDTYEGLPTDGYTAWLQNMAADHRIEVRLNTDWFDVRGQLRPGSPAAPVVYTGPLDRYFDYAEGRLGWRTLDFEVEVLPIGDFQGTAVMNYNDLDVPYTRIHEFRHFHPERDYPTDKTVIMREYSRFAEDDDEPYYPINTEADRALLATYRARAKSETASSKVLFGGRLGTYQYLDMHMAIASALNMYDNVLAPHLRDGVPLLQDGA
BoNT F protease: blocks Botulinum neurotoxin F light chain protease; AID 588497; Multiplex microsphere protease cleavage assay, flow cytometry; actives 0.22% (n = 360,000); inhibition, % at 10 µM; in the data active = inhibition above about 35%, passing the limit was not always enough; inconclusive = no clear call, values can overlap the other calls; also: plate controls were buffer without enzyme for full effect and enzyme alone for no effect
GDH-TPI inh: counter-screen for M. tuberculosis FBA inhibitors: GDH-TPI coupled enzymes | GDH-TPI coupled enzyme counterscreen, NADH absorbance | actives 1.2% (n = 360,000) | inhibition, % at 4.8 µM;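 also: 0% = DMSO wells and 100% = wells lacking the enzyme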
BoNT A protease: blocks Botulinum neurotoxin A light chain protease; multiplex microsphere protease substrate cleavage, flow cytometry; inhibition, % at 10 µM; actives 0.17% (n = 360,000); in the data active = inhibition above about 30%; inconclusive = no clear call, values can overlap the other calls; also: plate controls were buffer without enzyme for full effect and enzyme alone for no effect
Numbers without * were called inactive; ? = inconclusive; / = no result given. Rule as the data show it, unless noted: active = inhibition above about 30%; inactive = the rest.

molecule	BioA inh	CCHFV vOTU inh	PrPC surface inh	Mtb FBA inh	FadD28 FP inh	Mtb UGM inh	BoNT F protease	GDH-TPI inh	BoNT A protease
CN(CCn1ccnc1)Cc1cn(Cc2ccccc2)nc1-c1ccc2c(c1)OCO2	1.9	5	-2	1	-1.5	0.8	3	-1	0.3
COc1ccc(C(=O)Cn2cnc3ccccc3c2=O)cc1OC	-0.5	-19	5	5	0.0	-2.7	-4	-3	-0.9
CC1CCc2cc(F)ccc2N1C(=O)CSc1nnc2c3ccccc3n(C)c2n1 (stereo not drawn)	2.2	-4	0	0	-0.7	-2.1	-11	7	-0.5
Cc1cc(Br)ccc1NC(=O)CN(C)C(=O)c1ccc2ccccc2n1	-0.6	2	-5	-1	/	-2.2	-7	0	-3.1
O=C(COc1ccc(S(=O)(=O)NC2CCCCC2)cc1Cl)NCC1CCCO1 (stereo not drawn)	1.4	-4	6	2	1.1	-1.1	-5	6	0.1
COc1cc(OC)cc(-c2c(-c3ccc(F)cc3)c3cc(-c4ccc(OC)nc4)ccc3n2C)c1	-2.2	-1	8	5	-0.8	0.0	-1	4	-0.2
CCCC1(c2ccccc2)NC(=O)N(CC(=O)Nc2ccc(N3CCOCC3)cc2)C1=O (stereo not drawn)	-0.2	7	0	0	-2.0	0.4	-7	-5	-0.2
C=CCSc1nc2c(c(=O)n(C)c(=O)n2C)n1CC	0.7	12	-1	5	0.9	-1.2	1	-4	-0.2
O=C(NCCCN1CCOCC1)c1ccc(Sc2cccc(Cl)c2)c([N+](=O)[O-])c1	/	-4	-16	4	-2.6	-0.4	-1	4	-0.3
O=C(c1ccc(F)cc1)C1CCN(C(=O)Nc2ccc(F)cc2)CC1	1.6	-7	6	-4	-1.8	0.3	-20	-5	-0.9
O=C(Nc1cccc(S(=O)(=O)N2CCCCCC2)c1)c1ccc(=O)[nH]c1	1.2	-6	4	-3	-5.8	-1.5	-6	12	-0.7
CCN1CCN(C(=O)/C=C/c2ccc(C)cc2)CC1	0.4	-3	-9	-1	-2.7	2.8	-1	4	0.4
CNc1ccc(C(=O)OCC(=O)NC(=O)NC2CCCC2)cc1[N+](=O)[O-]	-0.6	7	7	-2	-0.2	2.3	0	3	0.0
Cc1cc(C)c(C#N)c(Nc2ccc3c(c2)OCCO3)n1	-1.8	-1	-1	3	0.1	-0.2	-1	17	-1.1
Cc1ccc(N2C(=O)N(CC(=O)Nc3ccccc3C(F)(F)F)C(=O)C2C)cc1 (stereo not drawn)	0.0	-1	-1	-1	-1.8	-0.4	-12	3	-0.2
O=C(CCN1C(=O)COc2ccccc21)NCc1ccco1	1.7	-10	0	-1	-2.4	-2.1	-12	-4	-1.6
Cc1ccc2nc(N)nnc2c1	/	7	-40	-2	-1.0	/	9	-2	0.8
O=C(NCCCn1ccnc1)C(=O)NCC(c1ccco1)N1CCN(c2ccccc2)CC1 (stereo not drawn)	5.3	-9	1	4	0.7	-0.4	0	6	-0.5
Cn1c(=O)oc2cc(S(=O)(=O)NCCC(=O)N3CCN(c4ccccc4)CC3)ccc21	2.2	16	-1	-6	-2.0	0.0	7	14	-1.4
O=C(COc1ccc([N+](=O)[O-])cc1)Nc1ccc(NC(=O)c2ccccc2)cc1	-1.5	21	-1	-2	-0.6	-0.9	2	7	-2.0
Cc1ccc(NC(=O)N2CCC(C(=O)NCCC3=CCCCC3)CC2)cc1	3.2	-2	-2	-2	-0.5	-3.2	-3	9	-0.4
O=C(O)/C=C/C(=O)NCCNc1ncc(C(F)(F)F)cc1Cl	/	-8	0	0	1.0	3.7	-1	6	-1.5
Cc1nc(C)n(CC(C)C(=O)N2CCN(S(=O)(=O)c3ccccc3)CC2)n1 (stereo not drawn)	/	3	-2	3	-0.8	0.8	15	14	2.7
CCc1c(C)nc2cc(-c3ccc(Cl)cc3)[nH]n2c1=O	1.7	8	11	9	-4.0	-1.4	-6	-4	-1.2
CCCCn1c(N)c(N(CCOC)C(=O)c2cc(S(=O)(=O)N3CCCCC3)ccc2C)c(=O)[nH]c1=O	/	-1	6	2	-3.0	-1.9	0	5	3.8
O=C(COc1cccc(Cl)c1Cl)Nc1ccc2c(c1)CCC2	/	-9	8	4	-2.5	-1.6	-16	2	-0.5
CN1CCCN(Cc2nc(-c3ccc(Cl)cc3)no2)CC1	-0.1	5	-7	-1	-5.4	4.1	-2	-4	0.3
O=C(O)CSCc1nc2scc(-c3ccccc3)c2c(=O)[nH]1	/	-2	8	1	-0.5	1.4	-6	0	-0.6
O=C(COC(=O)Cc1ccc(-c2ccccc2)cc1)NCc1ccccc1	1.1	6	4	1	-2.5	1.1	-3	2	0.3
OCC(CBr)(CBr)CBr	-1.2	1	-1	3	-1.5	1.4	-9	6	-0.6
COc1ccc(C2CC(c3cccs3)=NN2C(=O)c2ccc(Br)o2)cc1 (stereo not drawn)	/	1	7	2	-0.5	0.7	-2	19	1.2
Cc1nc(-c2ccccc2)sc1-c1nc(-c2ccccc2)ncc1S(=O)(=O)c1ccccc1	-2.2	7	-7	3	-2.5	0.9	?	0	4.3
COc1ccc(NC(=O)COc2ccccc2Cc2ccccc2)cn1	7.0	-6	1	0	-3.3	0.5	-2	1	-1.3
C/C(CC(=O)Nc1cc(C)cc(C)c1)=N\NC(=O)c1ccccn1	/	1	-7	-3	-3.5	1.3	2	-6	-0.4
Cc1cc(NC(=O)C2CC2)ncc1NC(=O)C12CC3CC(CC(C3)C1)C2	-21	4	2	2	-3.3	-0.9	-11	-1	-0.6
C=CCc1ccc(OCCN2CCc3ccccc3C2)c(OC)c1	1.3	6	9	-1	-0.5	-1.4	-3	-2	0.2
Cc1c(C(=O)N2CCCc3ccccc32)sc2nc(-c3ccccc3)cn12	0.0	10	-8	-2	-2.5	2.2	-2	7	-0.4
CN(Cc1ccccc1)C(=O)c1cc2cc(F)ccc2[nH]1	-1.9	6	0	2	-0.6	0.6	-16	6	-0.2
Cc1ccc(S(=O)(=O)N2[C@@H](c3cccc(Cl)c3)C(C(=O)O)=CC[C@H]2c2cccc(C)c2)cc1	3.9	-2	-8	1	?	-0.5	-4	-3	-0.3
C=C(C)c1cccc(C(C)(C)NC(=O)N2CCCC(C(N)=O)C2)c1 (stereo not drawn)	-0.7	2	0	0	-1.6	0.1	-15	-3	-0.1

Copied from above (10 entries):
molecule	BioA inh	CCHFV vOTU inh	PrPC surface inh	Mtb FBA inh	FadD28 FP inh	Mtb UGM inh	BoNT F protease	GDH-TPI inh	BoNT A protease
Cc1ccc(NC(=O)N2CCC(C(=O)NCCC3=CCCCC3)CC2)cc1	3.2	-2	-2	-2	-0.5	-3.2	-3	9	-0.4
O=C(O)/C=C/C(=O)NCCNc1ncc(C(F)(F)F)cc1Cl	/	-8	0	0	1.0	3.7	-1	6	-1.5
Cc1nc(C)n(CC(C)C(=O)N2CCN(S(=O)(=O)c3ccccc3)CC2)n1 (stereo not drawn)	/	3	-2	3	-0.8	0.8	15	14	2.7
CCc1c(C)nc2cc(-c3ccc(Cl)cc3)[nH]n2c1=O	1.7	8	11	9	-4.0	-1.4	-6	-4	-1.2
CCCCn1c(N)c(N(CCOC)C(=O)c2cc(S(=O)(=O)N3CCCCC3)ccc2C)c(=O)[nH]c1=O	/	-1	6	2	-3.0	-1.9	0	5	3.8
O=C(COc1cccc(Cl)c1Cl)Nc1ccc2c(c1)CCC2	/	-9	8	4	-2.5	-1.6	-16	2	-0.5
CN1CCCN(Cc2nc(-c3ccc(Cl)cc3)no2)CC1	-0.1	5	-7	-1	-5.4	4.1	-2	-4	0.3
O=C(O)CSCc1nc2scc(-c3ccccc3)c2c(=O)[nH]1	/	-2	8	1	-0.5	1.4	-6	0	-0.6
O=C(COC(=O)Cc1ccc(-c2ccccc2)cc1)NCc1ccccc1	1.1	6	4	1	-2.5	1.1	-3	2	0.3
OCC(CBr)(CBr)CBr	-1.2	1	-1	3	-1.5	1.4	-9	6	-0.6

The listing continues:
molecule	BioA inh	CCHFV vOTU inh	PrPC surface inh	Mtb FBA inh	FadD28 FP inh	Mtb UGM inh	BoNT F protease	GDH-TPI inh	BoNT A protease
Cc1ccc(S(=O)(=O)N2CC=C(C(=O)NC3CCCC3)CC2)cc1	-1.4	8	-5	1	-0.1	-1.3	4	3	0.0
COc1ccccc1NC(=O)c1ccc(-c2ccccc2F)o1	-1.5	9	3	2	-0.3	2.7	-10	12	?
Cc1ccc(NC(=S)NCCc2ccc(S(N)(=O)=O)cc2)c(C)c1	-0.3	9	-7	-3	-1.8	0.0	6	7	0.5
CN(CCO)C(=O)c1ccc(-c2nn(C)c(=O)c3ccccc23)cc1	/	-7	-5	-1	2.5	0.2	-1	-4	-0.1
Cc1ccccc1NC(=O)C(C)SCc1ccccc1 (stereo not drawn)	1.0	-11	3	1	-1.2	0.8	?	11	?
COc1ccccc1N1CCN(C(=O)C(F)F)CC1	0.1	-12	2	3	-1.7	1.2	-10	-2	0.4
Cc1ccc(C(=O)N2CCN(S(=O)(=O)N3CCOCC3)CC2)cc1	/	1	-7	2	-0.4	1.7	-5	0	-0.2
O=C(Oc1coc(CSc2nnc(NC(=O)C3CC3)s2)cc1=O)c1ccccc1	/	0	8	-2	-5.0	-1.3	0	2	63*
CCN1CCN(CCCNC(=O)CCc2nc(-c3ccc(OC)cc3)no2)CC1	-1.2	5	3	0	-2.6	0.9	1	-3	0.2
CC/S(CC1CC1(Cl)Cl)=N\S(=O)(=O)c1ccc(C)cc1 (stereo not drawn)	1.7	-5	-3	0	-3.3	-4.5	6	-5	3.3
O=C(CSc1nc2ccccc2c(=O)n1-c1ccc(F)cc1)Nc1ccc2c(c1)CCC2	/	4	1	-1	-1.8	-0.2	-6	1	-0.5
CCC(C)[C@H](NC(=O)C1CC(=O)N(c2ccc3c(c2)OCCO3)C1)C(=O)NC1CCCC1 (stereo partly drawn)	0.4	-2	8	2	-4.6	-0.1	3	-11	0.4
O=c1[nH]c(=O)c2cc3ccccc3nc2[nH]1	-2.8	-59	-3	75*	-1.0	/	1	15	-0.2
O=S(=O)(c1cccc(Cl)c1)N1CCC(c2nc3ccccc3[nH]2)CC1	-4.2	5	-2	4	0.1	0.0	-4	-5	-1.3
O=C(c1ccccc1)c1ccc(Oc2ccc(C(=O)O)c(C(=O)O)c2)cc1	0.5	0	7	1	-3.3	4.3	4	6	1.0
O=C(c1ccc([N+](=O)[O-])cc1[N+](=O)[O-])N1CCCC1	2.0	9	-46	-4	-2.0	-2.5	-5	-5	-1.0
Cc1cc(NC(=O)CCCN2C(=O)/C(=C/c3ccccc3Cl)SC2=S)no1	-0.7	-4	-3	-2	-0.7	-0.4	-2	-3	0.9
COc1ccc(NC(=O)N2CCC3(CC2)OCCO3)cc1	/	15	12	-2	0.6	3.5	4	-4	0.0
CC(C)[C@H](NC(=O)N1CCn2c1nc1ccccc12)C(=O)NCc1ccc2c(c1)OCO2	1.2	12	1	-1	1.0	-1.3	-2	2	0.6
O=S(=O)(c1ccc(Cl)cc1)N1CCN(C(=S)Nc2ccc(F)c(Cl)c2)CC1	-1.5	-6	-4	0	-0.8	0.7	-2	8	-0.2
Cn1c(N)c(C(=O)CSc2nc3ccccc3c(=O)n2CCCN2CCOCC2)c(=O)n(C)c1=O	/	3	-6	7	-1.5	1.1	1	2	-0.9
CSc1ccc(CN2CCC(C)(Oc3ccc4ccccc4c3)C2)cc1 (stereo not drawn)	-4.7	-1	-4	2	-0.3	/	-9	10	-0.8
